Assay outcomes: PubChem, several laboratories
phage Ecoli inh: E. coli growth loss with phage present; growth absorbance; inhibition, % at 11.9 µM; hit rate 0.26% among 360,000; AID 651602; in the data active = inhibition above about 11%
Pemphigus Ab inh: inhibitors of pemphigus antibody binding to human desmoglein-3 | DSG3-coupled beads, scFv-anti-DSG3-GFP binding, flow cytometry; hits give low values | hit rate 0.48% among 310,000 | binding (percent of control), % at 10 µM;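 active = binding more than 3 SD below its plate's average and above zero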;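 note: hits lower antibody fragment binding to DSG3; some compounds called inactive have numbers as strong as hits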
Arrestin-AP2 inh: human beta-arrestin and AP2 interaction inhibition; FITC-arrestin peptide / GST-AP2 beads, flow cytometry; AP2 beta2 appendage carries R879A mutation; inhibition, % at 10 µM; hit rate 0.31% among 340,000;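 active = inhibition above a set limit, near 3 SD of compounds lacking own fluorescence, cut at about 54% in these data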;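 note: plate controls were DMSO wells for no effect and 5 µM unlabelled arrestin peptide for full effect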
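test system = AP2 appendage R879A on GSH beads | buffer or medium = PBS plus Tween 20 (0.05%) and BSA (0.1%) | incubation = 12 min plus 1 h, RT | detection = bead flow cytometry, FITC channel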
E coli growth: reduces bacterial viability in AddAB counter-screen. inhibition, % at 11.9 µM. hit rate 0.27% among 330,000. AID 449728. E. coli V3065 growth, OD600 absorbance, 18 h;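 active = inhibition above the campaign's mean inhibition across all tested compounds plus 3 SD, cut at about 9.9% in these data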;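 note: uninfected addAB+ strain grown without phage in ampicillin broth; 0% = DMSO wells and 100% = ciprofloxacin 0.95 µg/ml wells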
MOR-DOR ag: agonists of human mu-delta opioid receptor heterodimerization | P35372+P41143 | cells, OPRM1-OPRD1 heterodimerization, luminescence | activation, % at 9.3 µM | hit rate 0.3% among 340,000; in the data active = activation above about 18%;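 note: 0% = vehicle-treated cells and 100% = reference agonist; values of inactives mirror those of a sister screen read the other way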
Target sequence (P35372 whole entry, looked up): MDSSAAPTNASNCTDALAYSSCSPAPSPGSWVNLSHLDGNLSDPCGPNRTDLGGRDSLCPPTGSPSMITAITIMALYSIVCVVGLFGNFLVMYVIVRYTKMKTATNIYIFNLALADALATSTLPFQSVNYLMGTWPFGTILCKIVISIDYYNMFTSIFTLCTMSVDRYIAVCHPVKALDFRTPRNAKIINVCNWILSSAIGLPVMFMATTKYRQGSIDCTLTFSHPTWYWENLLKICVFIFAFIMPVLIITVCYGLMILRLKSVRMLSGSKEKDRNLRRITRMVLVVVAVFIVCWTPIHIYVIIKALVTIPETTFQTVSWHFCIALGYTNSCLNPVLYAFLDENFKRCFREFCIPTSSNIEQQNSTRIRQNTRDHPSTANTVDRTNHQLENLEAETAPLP
Target sequence (P41143 whole entry, looked up): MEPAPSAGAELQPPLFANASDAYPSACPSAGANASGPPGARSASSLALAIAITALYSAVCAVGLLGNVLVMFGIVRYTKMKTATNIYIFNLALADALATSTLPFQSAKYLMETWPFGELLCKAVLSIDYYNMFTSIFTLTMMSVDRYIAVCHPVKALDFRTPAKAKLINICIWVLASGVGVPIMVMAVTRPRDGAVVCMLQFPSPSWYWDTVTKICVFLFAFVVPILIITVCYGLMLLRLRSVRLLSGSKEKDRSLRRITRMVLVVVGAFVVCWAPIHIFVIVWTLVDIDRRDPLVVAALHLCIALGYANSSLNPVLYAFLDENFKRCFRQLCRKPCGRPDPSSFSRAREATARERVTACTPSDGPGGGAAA
SUMO Mot1 rescue: SUMOylation pathway inhibition by Mot1-301 growth rescue | AID 2716 | growth rescue, % at 18.8 µM | S. cerevisiae Mot1-301 growth rescue, ATP luminescence, 38.5C; percent above DMSO median, 100 means doubled | hit rate 1% among 320,000;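 active = every valid replicate shows activation above 250% relative to neutral control wells; inactive = the rest, any valid replicate at or below 250%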;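 note: OY570 slx delta 5 strain wells were the positive control but not used for scaling; some compounds called inactive have numbers as strong as hits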
PfHsp90 set2: inhibits growth of yeast expressing Plasmodium falciparum Hsp90; hit rate 0.32% among 310,000; AID 504621; inhibition, % at 9.4 µM; S. cerevisiae expressing PfHsp90, BacTiter-Glo ATP, 48 h; yeast lacking PDR1 and PDR3 efflux regulators;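 active = every replicate shows inhibition above about 80%, whatever the replicate mean, limit read from the data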;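 note: 0% = DMSO neutral controls and 100% = 20 µM radicicol positive controls; yeast relying on Plasmodium falciparum Hsp90 in place of its own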
AddAB inh: less growth of phage-infected E. coli with AddAB; E. coli expressing H. pylori AddAB, absorbance growth; inhibition, % at 11.9 µM; hit rate 0.29% among 330,000; AID 435030; in the data active = inhibition above about 12%;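 note: 0% = vehicle wells of infected cells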
Tat transport: inhibitors of E. coli Tat protein transport; E. coli MC4100 TorA-mCherry Tat export, fluorescence; inhibition, % at 10 µM; hit rate 0.036% among 340,000; AID 488895;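 active = mean replicate inhibition at least 50% and at least half of replicates individually reaching 50%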;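 note: exported cargo escapes ClpAP degradation while cytoplasmic cargo is degraded and loses fluorescence; 0% = median of neutral control wells and 100% = median of NaSCN control wells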
MOR-DOR inv ag: mu-delta opioid heterodimer inverse agonism. cell-based MOR-DOR heterodimer luminescence. inhibition, % at 9.3 µM. hit rate 0.21% among 340,000; in the data active = inhibition above about 22%, passing the limit was not always enough;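 note: 0% = cells with DMSO and 100% = wells without cells with DMSO; values of inactives mirror those of a sister screen read the other way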
PKA-R1A act: activates the PKA-R1A holoenzyme complex. activation, % at 11.4 µM. PKA-R1A dissociation, Cy5-IP20 fluorescence polarization; scaled: DMSO 0%, 113 µM cGMP 100%. hit rate 0.083% among 340,000. AID 504707;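 active = percent activation above the mean of all tested compounds plus 3 SD, cut at about 19% in these data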;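 note: higher means more PKAc released from R1A so a rise in polarization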
* marks the source's active call; other numbers are inactive results; . = not tested or not shown. Rows were taken by chance. Share with any hit: about 2.8%.

SMILES	phage Ecoli inh	Pemphigus Ab inh	Arrestin-AP2 inh	E coli growth	MOR-DOR ag	SUMO Mot1 rescue	PfHsp90 set2	AddAB inh	Tat transport	MOR-DOR inv ag	PKA-R1A act
Cc1ccccc1SCC(=O)NCCCn1ccnc1	2.8	.	10	1.8	-0.3	-17	7	3.7	1	1	-6
O=S(=O)(CC(O)COc1ccc(Br)cc1)c1ccccc1 (centres undefined)	2.5	109	-20	0.8	-2.6	-21	-1	3.1	-2	13	-8
O=C(NCc1ccccc1)c1onc(CSc2ccc(F)cc2)c1C(=O)NCc1ccccc1	1.6	100	2	-2.1	1.2	-2	-2	-2.1	-2	-7	6
COc1ccc(S(=O)(=O)N(C)CC(=O)NCc2ccccc2)cc1OC	0.4	94	31	-1.0	-2.7	17	-2	0.0	-2	12	-1
COc1ccccc1NS(=O)(=O)c1ccc(N2CCOCC2)c(NC(=O)c2ccco2)c1	-0.1	119	19	-3.5	2.1	14	.	-2.3	-5	-10	1
CC(/C=C/c1ccccc1)=N\NC(N)=S	1.2	.	-3	-4.2	-2.9	351	.	-1.7	-9	16	-2
O=C1NC(=O)/C(=C\c2ccc(Sc3ccc(Cl)cc3)o2)N1	1.6	.	-1	-1.1	1.6	-3	-4	1.9	7	-7	-2
O=C(CCc1nc(-c2ccccc2Cl)no1)Nc1cccnc1	1.0	94	-21	-2.0	0.1	-2	-36	3.6	-5	-1	9
CCN(CC(=O)Nc1cc(Cl)ccc1C)C(=O)c1ccc2c(c1)NC(=O)C(C)S2 (centres undefined)	1.3	117	-1	1.0	-1.9	-14	0	-1.0	1	10	-2
CCOC(=O)N1CCN(C(=O)C2CCCN(S(C)(=O)=O)C2)CC1 (centres undefined)	1.4	96	-3	-1.6	-0.2	-3	6	2.4	0	1	-6
COc1ccc(NC(=O)CC2C(=O)N(c3ccc(OC)cc3)C(=S)N2NC(=O)c2cccc(F)c2)cc1 (centres undefined)	4.3	124	10	-1.4	-1.0	-13	21	3.4	-4	6	8
COCC(C)NC(=O)c1cccc([N+](=O)[O-])c1 (centres undefined)	2.4	100	30	1.9	-2.2	7	-15	1.1	-5	12	-2
COc1ccccc1-c1cc(C(=O)N/N=C\c2cn(C)nc2C)c2ccccc2n1	2.7	99	-4	1.6	-2.4	6	-5	0.8	-7	15	-4
Cc1csc2nc(COC(=O)c3ccc(Cl)c([N+](=O)[O-])c3)cc(=O)n12	1.9	99	42	0.2	-1.2	-2	13	0.4	-6	6	-2
Cc1ccc(NC(=O)C2(S(=O)(=O)c3ccc(Cl)cc3)CC2)cc1	1.9	.	-2	-1.2	6.2	-20	-1	2.7	-7	-39	-5
CN1C(=O)C(O)(CC(=O)c2ccc(F)cc2)c2cc(Br)ccc21 (centres undefined)	1.2	104	-2	0.4	-3.1	-2	14	4.7	-4	16	-7
COc1ccc(S(=O)(=O)N2CCCC(C(=O)NCC3CCCO3)C2)cc1OC (centres undefined)	1.3	90	4	1.6	0.2	9	-8	2.6	-2	-2	-8
Cc1cc(C)cc(Nc2cc(C)nc3nc(C)nn23)c1	3.5	112	-5	0.9	-1.4	1	25	3.5	4	7	0
COc1ccccc1N(C)S(=O)(=O)c1ccc(Cl)c(C(=O)Nc2ccccc2N2CCOCC2)c1	0.5	98	-10	.	-1.9	.	.	.	8	7	-17
COc1ccc(Cl)cc1NC(=O)CSc1nnc(-c2ccco2)o1	-1.4	108	-10	0.4	-0.6	-1	37	-0.4	-5	2	1

Looked up one by one from the list above, 2 records:
SMILES	phage Ecoli inh	Pemphigus Ab inh	Arrestin-AP2 inh	E coli growth	MOR-DOR ag	SUMO Mot1 rescue	PfHsp90 set2	AddAB inh	Tat transport	MOR-DOR inv ag	PKA-R1A act
COc1ccc(S(=O)(=O)N2CCCC(C(=O)NCC3CCCO3)C2)cc1OC (centres undefined)	1.3	90	4	1.6	0.2	9	-8	2.6	-2	-2	-8
Cc1ccc(NC(=O)C2(S(=O)(=O)c3ccc(Cl)cc3)CC2)cc1	1.9	.	-2	-1.2	6.2	-20	-1	2.7	-7	-39	-5

(cont.)
SMILES	phage Ecoli inh	Pemphigus Ab inh	Arrestin-AP2 inh	E coli growth	MOR-DOR ag	SUMO Mot1 rescue	PfHsp90 set2	AddAB inh	Tat transport	MOR-DOR inv ag	PKA-R1A act
Cc1cccc(OCC(O)CNC(=O)c2ccccc2C(=O)O)c1 (centres undefined)	1.9	101	6	0.7	-2.7	276	-1	-0.4	-3	16	-2
C/C(=N\NC(=O)c1n[nH]c2c1CCC2)c1cccs1	0.2	110	7	3.1	-3.9	-13	12	8.2	6	20	-5
CC(C)Oc1cccc(C(=O)C2CCCN(Cc3ccc4nonc4c3)C2)c1 (centres undefined)	2.0	118	-28	2.5	0.2	142	.	0.4	26	-1	-8
O=C1C2C(c3cccc(/C=C/c4ccccc4)c3)CC=CC2C(c2ccc3ccccc3c2)N1Cc1ccccc1 (centres undefined)	0.7	92	-8	-0.2	-3.2	42	.	-0.6	-6	18	-2
Fc1ccc(NCc2nnc(SCc3nnc(-c4ccccc4)o3)n2CC2CCCO2)cc1 (centres undefined)	-0.1	.	8	0.6	-2.8	-16	.	0.1	8	17	13
CCN(CC(=O)Nc1c(F)cccc1F)C(=O)CSc1nc2ccccc2o1	4.3	101	-1	0.2	-1.4	4	-20	0.0	-1	7	-1
Cc1cccc(NS(=O)(=O)c2ccc(C(=O)N3CCN(c4ccccc4O)CC3)cc2)c1C	-0.8	110	22	-1.3	0.6	-2	-9	1.5	5	-2	-5
Cn1nc(C(F)(F)F)c(-c2ccc(F)cc2)c1NC(=O)Nc1ccc(F)cc1	6.8	101	-9	3.1	.	-10	-3	6.5	-4	.	.
Cc1ccccc1CSCCNC(=S)Nc1ccccc1	5.0	90	6	-0.5	2.0	21	-15	1.5	8	-13	-8
CNC(=O)C(=O)Nc1cc2c3c(c1)CCC(=O)N3CCC2	0.2	98	41	-1.6	-2.7	12	1	-1.1	-7	14	0
CCN(CC)CCCNc1nnc(C)c(=O)[nH]1	1.3	99	1	1.7	-2.6	-1	14	2.1	-13	12	-8
CCN1CCN(S(=O)(=O)c2ccc(Cl)c(C(=O)NC(C)c3ccccc3Cl)c2)CC1 (centres undefined)	-1.3	102	33	1.0	-3.4	71	.	-0.1	-2	17	3
COc1ccc(C(CNC(=O)C2CCN(S(=O)(=O)c3ccc(F)cc3)CC2)N(C)C)cc1 (centres undefined)	0.2	101	29	-1.3	14	-12	6	3.0	6	-65	3
CN(C)CCNC(=O)c1cc2c(s1)-c1ccc(Cl)cc1SC2	0.4	101	4	.	38*	-2	1	.	11	-213	-3
COc1ccc(S(=O)(=O)NCCCCNS(=O)(=O)c2ccc(OC)cc2)cc1	2.2	103	24	1.3	-2.2	-2	18	3.5	-2	12	-6
CC(=O)c1ccc(N2CCN(c3ncc(C(F)(F)F)cc3Cl)CC2)cc1	0.7	99	5	-1.0	3.1	-17	-7	2.6	-6	-17	-9
CCOc1cc(/C=N/NC(=O)C2CCCC2)ccc1O	-0.1	.	-18	0.5	-1.7	6	-25	1.1	-1	9	-4
CC(OC(=O)CC1CCCCC1)C(=O)Nc1cccc(C#N)c1 (centres undefined)	2.9	107	-8	0.7	8.7	4	.	1.2	-4	-56	-10
CCCCOc1ccc(C(=O)Nc2ccncc2)cc1	3.0	101	1	2.4	1.8	-6	-8	4.0	4	-10	-7
O=C(NCCCN1CCCC1=O)c1cc(COc2ccc(F)cc2F)on1	1.1	95	5	-3.0	-4.3	-12	9	-0.8	1	21	6
CCc1nnc(NC(=O)[C@@H]2CCCN2S(=O)(=O)c2ccc3c(c2)OCCO3)s1	2.5	78	6	2.8	0.2	-14	1	4.2	-1	-1	-3
CC1=NN(c2ccccc2)C(=O)/C1=C\c1cn(-c2ccccc2)nc1C	3.8	89	7	1.8	0.1	1	13	5.5	2	-1	-2
CC(Oc1ccc(Br)cc1Cl)C(=O)Nc1ccncc1 (centres undefined)	1.5	99	23	1.0	1.8	39	-4	0.2	-8	-9	8
Cc1nnc(NC(=O)CSCc2ccccc2)s1	2.3	97	5	-2.1	-2.4	8	5	-3.5	0	14	5
CC(C)CC(=O)c1c[nH]c(C(=O)NCC2CCCO2)c1 (centres undefined)	3.3	104	-10	0.9	-1.6	-6	7	0.6	0	7	12
O=c1c2ccccc2[nH]c2ccc(F)cc12	10	100	-23	10*	-0.2	-8	20	14*	-3	1	-7
CCc1nnc(NC(=O)CSc2nnc(-c3ccc(NS(=O)(=O)c4ccccc4)cc3)o2)s1	2.5	95	2	-4.1	-2.8	-5	1	-0.5	4	15	-13
COc1ccc(CCN(C(=O)/C=C/C(=O)O)C2CC(=O)N(c3ccccc3)C2=O)cc1 (centres undefined)	4.7	101	9	3.5	.	-10	10	4.7	-6	.	.
CC1(C)CC(=O)C2=C(C1)NC1=C(C(=O)c3ccccc31)C2c1ccc(O)cc1 (centres undefined)	2.4	96	22	1.4	-0.7	-3	7	2.3	-4	4	5
COc1ccccc1CCN1C(=S)NC(C)(C)CC1(C)O (centres undefined)	1.7	104	-7	0.7	-1.7	64	-13	2.4	-2	10	7
Cc1cc(Cl)ccc1OCC(=O)NNC(=O)c1cccnc1	-1.9	102	22	0.4	-1.4	11	-32	-0.4	8	9	-5
O=C1NC(C(=O)O)=CC(c2ccc([N+](=O)[O-])cc2)N1 (centres undefined)	2.7	98	19	-1.1	0.0	-4	13	2.1	13	0	-8
COc1cc(OC)c(C2Oc3nc(SC)nnc3-c3ccccc3N2C(C)=O)cc1OC (centres undefined)	3.0	103	1	-0.2	-2.1	-19	.	1.3	1	11	-6
CCn1nc(C(=O)N2CCc3ccccc3C2)c2ccccc2c1=O	0.3	.	3	1.4	-2.1	10	2	0.0	6	13	4
Cc1ccccc1N(CC(=O)NC1CCCCC1)C(=O)c1csnn1	1.7	100	21	0.8	-1.7	6	-16	5.4	-8	9	-2
O=C(Nc1ccc(Cl)cc1)NC1CCCCC1Cc1ccco1 (centres undefined)	5.2	.	-2	1.6	3.0	24	-10	4.5	10	-15	-15
CCC(C)(C)n1nnnc1CN1CCC(c2nc3ccc(C)cc3[nH]2)CC1	3.1	87	12	2.3	-0.8	-4	.	-0.7	0	4	4
COc1ccc(CN(C)C[C@H]2Oc3c(NC(=O)Nc4ccccc4)cccc3C(=O)N([C@H](C)CO)C[C@@H]2C)cc1	-0.3	106	-9	-3.0	-1.5	3	10	0.2	0	8	-6
Cn1nc(C(=O)N2CCN(c3ccc(Cl)cc3)CC2)c2c1-c1ccccc1S(=O)(=O)C2	3.7	99	55*	2.4	-0.4	0	-4	5.1	19	2	10
Cc1cccc(C(=O)NNC(=O)CN2C(=O)c3ccccc3C2=O)c1	5.8	95	-5	-0.3	-0.7	-16	7	-0.5	4	5	12
